Screens (PubChem)
PLC-gamma1 inh: blocks human PLC-gamma1 enzyme activity. inhibition, % at 12.2 µM. P19174. purified PLC-gamma1, fluorogenic substrate, fluorescence. actives 0.84% (n = 370,000). AID 720700; in the data active = inhibition above about 9.5%
ADAM10 inh: inhibitors of human ADAM10. inhibition, % at 7 µM. AID 720582. actives 0.62% (n = 370,000). recombinant ADAM10, EDANS/DABCYL FRET peptide cleavage, 3 h;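 active = inhibition above a per-campaign cutoff equal to the mean of compounds falling between control-based bounds plus 3 SD, cut at about 20% in these data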;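 also: 0% = DMSO wells while the 100% control is not disclosed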
Tn6 DDE FP: inhibitors of Tn6 peptide binding to human fibrin DD(E); P02675; Fibrin DD(E) TRITC-Tn6 fluorescence polarization displacement; inhibition, % at 8.3 µM; actives 0.21% (n = 370,000); AID 720509;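 active = inhibition above a per-campaign cutoff: mean of compounds within control limits plus 3 SD, cut at about 15% in these data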;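 also: 0% = median of all compound wells on the plate and 100% = blocking peptide control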
Target sequence (P02675 whole entry, looked up): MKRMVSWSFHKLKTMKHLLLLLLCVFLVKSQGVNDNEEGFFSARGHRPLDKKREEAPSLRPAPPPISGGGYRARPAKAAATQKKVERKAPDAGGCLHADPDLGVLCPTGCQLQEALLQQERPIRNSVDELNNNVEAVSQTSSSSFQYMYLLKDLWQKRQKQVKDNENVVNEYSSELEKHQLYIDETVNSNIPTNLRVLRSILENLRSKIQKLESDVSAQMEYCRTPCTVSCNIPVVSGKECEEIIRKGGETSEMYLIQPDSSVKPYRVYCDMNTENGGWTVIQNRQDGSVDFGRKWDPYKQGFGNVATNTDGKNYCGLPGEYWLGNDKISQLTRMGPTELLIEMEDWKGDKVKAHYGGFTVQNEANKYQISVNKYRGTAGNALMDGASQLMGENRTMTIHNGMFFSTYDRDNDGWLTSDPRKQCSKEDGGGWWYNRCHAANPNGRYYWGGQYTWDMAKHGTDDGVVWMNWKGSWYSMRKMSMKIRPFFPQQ
TDP2 absorb: TDP2 (human) inhibition, absorbance primary screen; O95551; recombinant TDP2, T5PNP hydrolysis, p-nitrophenol absorbance 415 nm; inhibition, % at 12.8 µM; actives 0.34% (n = 370,000);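 active = inhibition above the mean of all tested compounds plus 3 SD, set per campaign, cut at about 25% in these data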;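 also: 0% = DMSO with enzyme and 100% = buffer with substrate but no TDP2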
Target sequence (O95551 whole entry, looked up): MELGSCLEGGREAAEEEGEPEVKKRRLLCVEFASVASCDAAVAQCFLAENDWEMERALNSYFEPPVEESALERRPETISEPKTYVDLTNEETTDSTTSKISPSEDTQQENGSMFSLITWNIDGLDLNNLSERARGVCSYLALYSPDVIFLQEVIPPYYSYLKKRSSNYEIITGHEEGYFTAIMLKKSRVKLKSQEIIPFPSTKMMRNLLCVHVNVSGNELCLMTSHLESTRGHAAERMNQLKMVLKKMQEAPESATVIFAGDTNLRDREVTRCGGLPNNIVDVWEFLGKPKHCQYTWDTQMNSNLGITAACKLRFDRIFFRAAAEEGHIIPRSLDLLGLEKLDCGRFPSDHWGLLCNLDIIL
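System – recombinant human TDP2 · Amount – 120 nM TDP2 per well · Buffer or medium – Mg2+-containing Tris-HCl buffer, pH 7.5 · Reagent – T5PNP substrate, 5 mM · Dosing – 12.8 µM single point, 1% DMSO · Incubation – 2 h at 37 °C · Measured by – epi absorbance · Read-out basis – percent inhibition · Benchmarks – high control without enzyme, low control DMSO plus TDP2 · Repeats – singlicate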
Tn7 DDE FP: DD(E)-Tn7 binding inhibition, primary FP screen | FP displacement of FITC-Tn7 peptide from fibrin DD(E); 0% = median of compound wells per plate | inhibition, % at 8.3 µM | actives 0.13% (n = 370,000) | AID 720508;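 active = inhibition above the mean of compounds falling within the control limits plus 3 SD of them, cut at about 14% in these data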;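 also: 0% = plate median of compound wells and 100% = 10 µM Aha-Tn7 peptide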
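system = human fibrin DD(E) protein | quantity = DD(E) 2 µM final | medium = Tris/NaCl/CaCl2 buffer, pH 7.8 | also added = labelled Tn7 tracer, 0.1 µM | compound dosing = single point at 8.3 µM | timing = compound with protein 10 min, then 3 h after probe, room temperature | signal = FP measurement | benchmarks = Aha-Tn7 high control | repeats = one replicate per compound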
ADAM17 inh: inhibits human ADAM17; P78536; recombinant ADAM17, EDANS/DABCYL FRET peptide cleavage; inhibition, % at 6.95 µM; actives 0.83% (n = 370,000); AID 720648;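 active = inhibition above the mean of compounds lying between control limits plus 3 SD, set per campaign, cut at about 8.5% in these data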;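 also: 0% = DMSO-only wells as the low control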
proKLK7 act: activates the human kallikrein-7 zymogen; P49862; purified proKLK7, EDANS-DABCYL substrate fluorescence; 100% is mature enzyme control, 0% vehicle; activation, % at 7 µM; actives 0.9% (n = 370,000);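 active = activation above the mean of all tested compounds plus 3 SD, computed per campaign excluding outliers beyond control limits, cut at about 13% in these data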
Target sequence (P49862 whole entry, looked up): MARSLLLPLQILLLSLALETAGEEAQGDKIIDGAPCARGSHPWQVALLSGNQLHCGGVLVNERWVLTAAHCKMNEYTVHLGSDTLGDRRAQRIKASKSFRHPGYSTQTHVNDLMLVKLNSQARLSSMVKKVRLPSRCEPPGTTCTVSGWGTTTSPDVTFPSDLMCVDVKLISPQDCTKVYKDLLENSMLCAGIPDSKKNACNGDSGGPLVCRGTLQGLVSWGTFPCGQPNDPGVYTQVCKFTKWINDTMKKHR
ASAP1 inh: ASAP1 ArfGAP inhibition | ASAP1-stimulated ARF1 GTP hydrolysis, GDP FP detection | actives 0.19% (n = 360,000) | Q9ULH1 | inhibition, % at 16.5 µM; in the data active = inhibition above about 25%;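 also: 0% = vehicle with enzyme and substrate and 100% = no enzyme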
LEDGF integ inh: blocks HIV-1 LEDGF/p75-dependent DNA integration | TR-FRET IN-LEDGF/p75 DNA integration, Eu/Cy5 | inhibition, % at 3.7 µM | actives 0.64% (n = 370,000) | AID 743269;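 active = inhibition above the screen-wide mean plus 3 SD, cut at about 13% in these data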;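 also: signal is the Cy5 over europium emission ratio at 671 and 618 nm; 0% = plate median of compound wells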
ARFGAP1 inhibitor: inhibitors of rat ARFGAP1 | Arfgap1-stimulated ARF1 GTP hydrolysis, GDP FP detection | inhibition, % at 16.5 µM | actives 0.26% (n = 360,000) | AID 651572;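 active = inhibition above a per-plate limit, mean inhibition of low control wells plus 3 SD, cut at about 25% in these data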;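 also: 0% = DMSO wells with enzyme and 100% = wells lacking Arfgap1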
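Material: truncated rat Arfgap1 GAP domain; Incubation: compound-enzyme preincubation 20 min, reaction 120 min, detection 60 min, 25 °C; Read-out: percent inhibition of Arfgap1-stimulated GTP hydrolysis; Technique: FP, GDP Alexa 633 tracer displaced from anti-GDP antibody, 620/688 nm; Controls: No-Arfgap1 wells (100%) versus DMSO full-reaction wells (0%); Replication: single well per compound.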
* hit, by the source's call; . = no result given; & = joins results of further samples.

SMILES	PLC-gamma1 inh	ADAM10 inh	Tn6 DDE FP	TDP2 absorb	Tn7 DDE FP	ADAM17 inh	proKLK7 act	ASAP1 inh	LEDGF integ inh	ARFGAP1 inhibitor
COc1ccccc1C1NC(=O)CS1 (configuration not stated)	-2	2	-3	-11	2	-2	-0.5	-12	2	6
CCOC(=O)c1oc2ccc(S(=O)(=O)n3nc(-c4cc(OC)c(OC)c(OC)c4)cc3N)cc2c1C	0	2	-5	4	7	4	0.0	-1	0	11
O=C(CCNC(=O)c1ccc(Cl)cc1)NC1CCCc2ccccc21 (configuration not stated)	3	-3	-3	7	-4	-3	-0.7	-13	0	-2
COc1ccc(NC(=O)CN2C(=O)C(C)SC(C)C2=O)cc1 (configuration not stated)	0	7	-1	8	4	-1	-0.4	-5	2	4
COc1ccc(-c2nc3ccc(C)cn3c2Cc2cccc(Cl)c2)cc1OC	-52	-217	8	-2	-1	-55	-3.9	7	5	-7
C=CCNC(=O)Nc1ccc2c(c1)[C@@]1(CC(=O)N(CC(C)C)C1c1ccccc1)C(=O)N2C (some centres not stated)	-1	-5	-3	4	0	-3	0.0	.	0	.
COc1ccc(C(=O)NCc2nnc(SCC(=O)Nc3nc4ccccc4s3)o2)cc1	2	-3	5	4	1	-4	0.3	6	-3	-5
CC/C(=N\O)c1ccc(O)c(OC)c1	1	3	0	0	3	-3	0.2	1	4	17
O=C(NC(=S)Nc1ccccc1Cl)c1csnn1	0	-5	1	15	2	-3	0.0	-8	2	-5
Cc1ccccc1NS(=O)(=O)c1cc(C(=O)Nc2cccnc2)ccc1C	0	-15	3	-4	3	-2	0.5	13	-6	-2
CCN1CCN(S(=O)(=O)CC2(C)C3CCC2(C)C(=O)C3Br)CC1 (configuration not stated)	3	1	-3	-10	-3	2	-0.2	-5	10	-4
CCOC(=O)C1=C(C#N)C(C(=O)OCC)c2ncccc21 (configuration not stated)	1	-56	2	-1	1	-21	0.5	-10	8	-3
COCc1cc(C)n(CC(=O)Nc2ccccc2OC)c(=O)c1C#N	2	-47	-2	-14	-8	-8	-0.2	-6	-1	9
COCCNC(=O)C(c1ccc(F)cc1)N(Cc1ccco1)C(=O)CCC(=O)Nc1ccccn1 (configuration not stated)	4	3	-9	1	2	-1	0.2	-8	0	0
COc1ccc(NC(=O)c2c(NC(=O)CNCc3ccco3)sc3c2CCC3)c(OC)c1	-3	-9	-5	-8	-3	-3	-0.2	-4	2	12
CC(C)NC(=O)c1ccc(COc2cc(Cl)ccc2Cl)o1	1	0	4	1	-4	1	0.0	21	-1	1
Cc1ccc(NS(=O)(=O)c2cc(C(=O)N3CCN(C)CC3)ccc2C)cc1	1	-3	11	13	7	-2	-1.0	-8	-4	-2
O=C(COc1ccc(F)cc1)Nc1nnc(S(=O)(=O)N2CCCC2)s1	-1	-11	0	-5	-1	0	0.2	0	-5	-12
COc1ccc(C)cc1NC(=O)CO/N=C(\N)CC(=O)NC1CCCCC1	1	-13	-4	6	-2	-3	0.3	-4	-1	-4
CCOC(=O)CNC(=O)CSc1nc(NCc2ccccc2)nc(N(C)C)n1	-1	0	9	3	6	0	-0.5	1	-2	-6
O=Cc1c(Nc2cccc(C(F)(F)F)c2)nc2ccccn2c1=O	-6	-3	0	14	0	-5	1.2	-6	-2	-4
Cc1ccc(/C=N/NC(=O)CCCOc2ccc(Cl)cc2Cl)cc1	0	12	1	-1	-5	6	0.0	11	-1	13
Cc1ccc(C(=O)Nc2ccc(NC(=O)c3cccs3)cc2)cc1[N+](=O)[O-]	4	3	-2	-16	-4	1	-0.7	14	2	13
COc1ccc(NC(=O)N(C)C[C@H]2Oc3ccc(NC(=O)Nc4c(C)noc4C)cc3C(=O)N([C@H](C)CO)C[C@H]2C)cc1	-2	-5	3	4	5	-4	-0.4	-9	-1	4
Cc1ccc(C(=O)N/N=C/C2=Cc3ccccc3OC2C)cc1 (configuration not stated)	-400	-435	-3	3	1	-127	-8.3	4	-2	-3
SMILES	PLC-gamma1 inh	ADAM10 inh	Tn6 DDE FP	TDP2 absorb	Tn7 DDE FP	ADAM17 inh	proKLK7 act	ASAP1 inh	LEDGF integ inh	ARFGAP1 inhibitor
O=C(Nc1cccc(-c2cccc(F)c2)c1)C1CCN(CC2CCOC2)CC1 (configuration not stated)	3	3	-6	5	-3	-4	0.2	-4	-1	10
COc1cccc(NC(=O)CN(C)C(=O)/C=C/c2ccc(S(=O)(=O)N3CCCCCC3)cc2)c1	2	3	-3	-1	3	0	0.9	12	0	11
C(=N\N(c1ccccc1)c1ccccc1)/c1ccccn1	-4	6	-5	-9	5	2	-0.5	-8	0	-5
COc1ccccc1N(CC(O)COc1ccccc1)S(=O)(=O)c1ccccc1 (configuration not stated)	-1	-1	5	-7	-2	-2	0.5	5	-2	1
COc1ccc(/C=N/NC(=O)CCc2c(C)n[nH]c2C)cc1OC	-1	0	-2	0	2	-8	0.0	18	1	11
CCCCCOc1ccc(NC(=O)CSc2cccc3cccnc23)cc1	-1	1	1	4	4	1	-1.1	-2	2	1
O=C(Nc1ccc(F)cc1)C1CCN(S(=O)(=O)c2cccc3nonc23)CC1	1	-5	-7	17	-4	2	0.3	-9	2	2
Cn1cc(CN2CCC(C(=O)N3CCCCC3)CC2)c(-c2ccccc2F)n1	-1	-9	6	6	1	-3	0.3	1	0	2
Cc1ccccc1OCC(=O)N/N=C/c1ccc2c(c1)OCCO2	-3	-1	6	-6	7	-2	-0.5	-9	2	-1
CC(=O)CCn1c(=O)n(CCC(C)=O)c(=O)n(CCC(C)=O)c1=O	4	4	-6	-1	-5	1	0.3	4	-5	-9
Cc1ccnc(NC(=O)c2ccoc2C)c1	-4	-23	-5	3	-4	-7	0.2	-8	2	10
Cc1ccc2c(CN(C)Cc3ccccc3)cc(=O)oc2c1C	1	4	-2	15	0	-1	0.2	10	-3	3
Nc1nonc1-n1nnc(C(=O)N/N=C/c2cccc(Cl)c2)c1-c1ccc2c(c1)OCO2	-2	1	-3	-20	5	3	0.7	12	4	2
Cc1nc(CSc2nnc(N)s2)cs1	1	2	-4	4	-8	-2	0.0	1	6	9
O=C(O)C1CCCN(S(=O)(=O)c2ccccc2)C1 (configuration not stated)	1	-1	9	-6	7	-2	0.4	-5	-1	-5
O=C(NCCc1c[nH]c2ccccc12)C(=O)Nc1ccccc1	0	3	5	4	-3	3	0.2	9	1	10
COC(=O)c1ccc(OCC(=O)NC(C)(C)C)cc1	5	6	6	-10	3	1	-0.9	2	3	7
O=C(CNC(=O)c1ccccn1)N=Nc1c(O)[nH]c2ccccc12	4	3	-2	-12	-5	-1	0.2	6	5	4
COc1ccccc1C(=O)N(Cc1sccc1C)C1CCS(=O)(=O)C1 (configuration not stated)	0	4	-4	-5	1	-2	0.2	8	-1	-9
COc1cc(CC(=O)N/N=C/c2ccc([N+](=O)[O-])cc2)c([N+](=O)[O-])cc1OC	8	6	5	-1	-5	3	-0.8	10	1	-1
COc1cccc(C(NC(C)=O)c2nc(-c3ccc(F)c(Cl)c3)cs2)c1 (configuration not stated)	0	12	1	0	0	5	0.0	-8	2	-4
COc1ccc(OC)c(S(=O)(=O)NC2CCSc3ccccc32)c1 (configuration not stated)	-2	-5	1	21	7	0	0.5	8	3	-2
CC(C)N1CCc2c(sc(NC(=O)C3CCCCC3)c2C(N)=O)C1	-8	-63	-1	-9	-9	-16	-0.7	8	4	10
CC(=C\c1ccco1)/C=C1/SC(=S)N(CC(=O)O)C1=O	-4	-21	5	-2	-1	-8	0.5	-3	11	-4
O=C(CSc1nc2[nH]ncc2c(=O)n1-c1ccc(Cl)c(Cl)c1)NCc1ccccc1Cl	3	12	-3	-4	2	7	-0.5	8	2	-5
CCN1CCN(Cc2ccc(NC(=O)c3ccc(C)c(NC(=O)N4CCNC4=O)c3)cc2C(F)(F)F)CC1	1&4	-21&6	-1&-5	1&8	1&3	-7&1	0.2&1.2	3&15	1&2	3&-14
O=C(Nc1ccc([N+](=O)[O-])cc1)Nc1cnccn1	2	-5	-6	0	1	-4	-0.3	11	0	8

Some of the entries so far, with bars between the fields:
molecule | PLC-gamma1 inh | ADAM10 inh | Tn6 DDE FP | TDP2 absorb | Tn7 DDE FP | ADAM17 inh | proKLK7 act | ASAP1 inh | LEDGF integ inh | ARFGAP1 inhibitor
O=C(O)C1CCCN(S(=O)(=O)c2ccccc2)C1 (configuration not stated) | 1 | -1 | 9 | -6 | 7 | -2 | 0.4 | -5 | -1 | -5
O=C(NCCc1c[nH]c2ccccc12)C(=O)Nc1ccccc1 | 0 | 3 | 5 | 4 | -3 | 3 | 0.2 | 9 | 1 | 10
COC(=O)c1ccc(OCC(=O)NC(C)(C)C)cc1 | 5 | 6 | 6 | -10 | 3 | 1 | -0.9 | 2 | 3 | 7
O=C(CNC(=O)c1ccccn1)N=Nc1c(O)[nH]c2ccccc12 | 4 | 3 | -2 | -12 | -5 | -1 | 0.2 | 6 | 5 | 4
COc1ccccc1C(=O)N(Cc1sccc1C)C1CCS(=O)(=O)C1 (configuration not stated) | 0 | 4 | -4 | -5 | 1 | -2 | 0.2 | 8 | -1 | -9
COc1cc(CC(=O)N/N=C/c2ccc([N+](=O)[O-])cc2)c([N+](=O)[O-])cc1OC | 8 | 6 | 5 | -1 | -5 | 3 | -0.8 | 10 | 1 | -1
COc1cccc(C(NC(C)=O)c2nc(-c3ccc(F)c(Cl)c3)cs2)c1 (configuration not stated) | 0 | 12 | 1 | 0 | 0 | 5 | 0.0 | -8 | 2 | -4
COc1ccc(OC)c(S(=O)(=O)NC2CCSc3ccccc32)c1 (configuration not stated) | -2 | -5 | 1 | 21 | 7 | 0 | 0.5 | 8 | 3 | -2
CC(C)N1CCc2c(sc(NC(=O)C3CCCCC3)c2C(N)=O)C1 | -8 | -63 | -1 | -9 | -9 | -16 | -0.7 | 8 | 4 | 10
CC(=C\c1ccco1)/C=C1/SC(=S)N(CC(=O)O)C1=O | -4 | -21 | 5 | -2 | -1 | -8 | 0.5 | -3 | 11 | -4
O=C(CSc1nc2[nH]ncc2c(=O)n1-c1ccc(Cl)c(Cl)c1)NCc1ccccc1Cl | 3 | 12 | -3 | -4 | 2 | 7 | -0.5 | 8 | 2 | -5
CCN1CCN(Cc2ccc(NC(=O)c3ccc(C)c(NC(=O)N4CCNC4=O)c3)cc2C(F)(F)F)CC1 | 1&4 | -21&6 | -1&-5 | 1&8 | 1&3 | -7&1 | 0.2&1.2 | 3&15 | 1&2 | 3&-14
O=C(Nc1ccc([N+](=O)[O-])cc1)Nc1cnccn1 | 2 | -5 | -6 | 0 | 1 | -4 | -0.3 | 11 | 0 | 8
